Assay outcomes deposited in PubChem BioAssay by NCI.
Growth percent in the NCI-60 one-dose screen (48 h, 10 µM unless noted): 100 = growth as untreated, 0 = no growth, -100 = all killed.
OVCAR-5 – OVCAR-5 ovarian cancer; 82,000 compounds, 2.9% hits
TK-10 – TK-10 renal cancer cells; 81,000 compounds, 3.9% hits
OVCAR-8 – OVCAR-8 ovarian cancer | 81,000 compounds, 4.4% hits
OVCAR-3 – OVCAR-3 ovarian cancer; 79,000 compounds, 7% hits; AID 1794787
RXF 393 – RXF 393 renal cancer cells; 77,000 compounds, 6.9% hits
A498 – A498 renal cancer cells | AID 1794774 | 76,000 compounds, 5.4% hits
ACHN – ACHN renal cancer | AID 1794771 | 81,000 compounds, 4.9% hits
CAKI-1 – CAKI-1 renal cancer | 75,000 compounds, 4.7% hits | AID 1794772
An asterisk follows results filed as active; / = not tested or not shown; & = joins results of further samples. How the source made its calls: active means growth percent below 10; inactive means the rest. A portion of the library; the hit share may differ from the screen's.

Start of the data: the first 4 records, to show the layout:
entry	Structure	OVCAR-5	TK-10	OVCAR-8	OVCAR-3	RXF 393	A498	ACHN	CAKI-1
1	CCC(=C(c1ccc(OCCN(C)C)cc1)c1ccc(OCCN(C)C)cc1)c1ccc(Cl)cc1	-49*	60	-22*	-35*	-85*	-23*	-78*	-54*
2	CSc1nc(C)c(Br)c(N)n1	108	110	108	122	117	91	111	100
3	Cc1ccc(-c2nc3c(N=Nc4ccc(S(N)(=O)=O)cc4)c(N)nn3c(N)c2C#N)cc1	79	66	44	24	28	59	/	41
4	CS(=O)(=O)n1ccc2nc(Cl)nc(Cl)c21	105	112	105	114	101	114	107	104

The list itself (from the top)
entry	Structure	OVCAR-5	TK-10	OVCAR-8	OVCAR-3	RXF 393	A498	ACHN	CAKI-1
1	CCC(=C(c1ccc(OCCN(C)C)cc1)c1ccc(OCCN(C)C)cc1)c1ccc(Cl)cc1	-49*	60	-22*	-35*	-85*	-23*	-78*	-54*
2	CSc1nc(C)c(Br)c(N)n1	108	110	108	122	117	91	111	100
3	Cc1ccc(-c2nc3c(N=Nc4ccc(S(N)(=O)=O)cc4)c(N)nn3c(N)c2C#N)cc1	79	66	44	24	28	59	/	41
4	CS(=O)(=O)n1ccc2nc(Cl)nc(Cl)c21	105	112	105	114	101	114	107	104
5	CC(=NC(C)(C)C)Nc1ccc(Cl)cc1	105	118	111	106	111	111	95	94
6	N#C/C(C(=O)c1ccccc1)=C1/C(=O)Nc2ccccc21	101	118	97	108	113	89	98	79
7	CCCC/C(CC)=N\NS(=O)(=O)c1ccc([N+](=O)[O-])cc1	95	93	100	107	110	96	104	97
8	CC1CO/C(=C2\C(=O)OCC2C)C1 (stereo not drawn)	110	116	103	110	116	90	114	99
9	Cc1ccc(C(=O)CCC(=O)O)cc1	100	107	95	107	107	101	109	117
10	Cc1ccc(C(C)C)c(OC(=O)C(C)C)c1	95	77	100	104	103	78	98	90
11	C=CCON(CC=C)C(=O)O	99	95	104	111	107	91	101	113
12	COc1cc(Cl)ccc1C(=O)Nc1nc2ccccc2[nH]1	97	72	66	76	53	58	49	/
13	COc1ccc([C@H]2Nc3c(c(C(C)(C)C)nn3-c3ccccc3)C(=O)[C@]23CCCC3=O)cc1	98	126	101	110	118	82	99	82
14	CCOc1ccc(C2N(C)c3ccccc3N2C)cc1	96	88	75	84	76	87	102	89
15	O=[N+]([O-])c1ccc(NC(=S)N/N=C/c2cc3ccccc3n3nnnc23)cc1	80	57	71	14	30	/	30	25
16	O=[N+]([O-])c1cnc2ccccc2c1N[C@@H](CO)c1ccccc1	100	104	95	/	116	80	99	83
17	O=C(NCc1cn(Cc2ccc(F)cc2)nn1)c1cccnc1Nc1ccc(F)cc1	106	117	94	86	100	69	94	84
18	N#CC(C(=O)Nc1cccc(C(F)(F)F)c1)C(=S)Nc1ccccc1Cl (stereo not drawn)	103	102	101	102	107	77	106	94
19	CCCCCCCCC1OC1CCCCCCCC(=O)O (stereo not drawn)	108	104	101	108	101	102	103	100
20	CCCCCN(CCCCC)C(C)=O	128	87	106	112	119	117	107	91
21	CC1(c2cc3ccccc3oc2=O)NC(=O)c2c(/C=C/C(=O)OC3CC4CCC3(C)C4(C)C)cccc2N1 (stereo not drawn)	98	107	115	116	/	127	107	98
22	CCCCCCCCn1c2ccccc2c2c3c(c4c5cc(OC)ccc5oc4c21)C(=O)N(O)C3=O	101	91	81	/	52	96	76	80
23	c1ccc(-c2nn(-c3ccccc3)[n+](-c3cccc4ccccc34)n2)cc1	48	40	-43*	9.0*	31	/	72	90
24	OC1C=C(c2ccccc2)C(O)(c2ccccc2)C1 (stereo not drawn)	108	143	101	117	/	98	110	102
25	C/C(=N\Nc1ncc(-c2ccc3occc3c2)s1)c1cc2ccccc2o1	101	118	98	106	115	79	99	87
26	O=C1Nc2ccccc2/C1=N/N=C/c1cccs1	104	130	97	90	102	/	91	52
27	CCCCCCCCCC#N	107	117	98	106	110	99	100	99
28	Cc1cccc(C(=O)O)c1[N+](=O)[O-]	101	104	111	108	115	95	103	96
29	COc1ccc2c(c1)C(NCCCCCCNc1cc(C)[n+](C)c3ccc(OC)cc13)=CC(C)N2C (stereo not drawn)	46	92	75	78	98	63	100	101
30	Cc1[nH]c(C2CC(c3ccccc3)=NN2c2ccc(Cl)cc2)c(C)c1C(=O)O (stereo not drawn)	107	112	100	109	100	39	104	85
31	CN(Cc1cccc(C(F)(F)F)c1)C(=O)[C@@H](CC(=O)N1CCC(N2CCCCC2)CC1)N1C(=O)[C@@H](N2C(=O)OC[C@@H]2c2ccccc2)[C@H]1/C=C/c1ccccc1	104	94	93	93	76	63	100	92
32	COc1ccc(C2Oc3ccccc3C(=O)C2SC(=S)N2CCOCC2)cc1 (stereo not drawn)	124	106	94	98	108	99	101	/
33	CCN(CC)CCNCC(O)Cc1ccc(OC)cc1 (stereo not drawn)	113	88	90	108	103	109	/	/
34	CCOC(=O)C1=C(N)N(c2ccc(C)cc2)C2=C(C(=O)CC(C)(C)C2)C1c1ccccc1OC (stereo not drawn)	104	107	110	118	/	102	103	98
35	C/C(=C(/c1ccc(Cl)cc1)c1ccc(OCCCN(C)C)cc1)c1ccc(Cl)cc1	101	103	96	86	78	95	104	87
36	Cc1cc(=NO)cc(C)n1O	117	85	111	104	123	94	117	109
37	O=C(O)CSCSCC(=O)O	101	94	101	104	97	80	101	97
38	COc1ccc(C2C=C(c3ccc(N)cc3)N=C3SC=CN32)cc1OC (stereo not drawn)	108	98	99	107	110	108	100	101
39	O=c1ccsc2ccccc12	103	98	104	103	129	96	103	80
40	Cc1cc(=O)oc2c1ccc1ccccc12	105	102	101	115	116	109	105	102
41	CC(=O)OC[C@]12CCC(C)(C)C[C@H]1[C@@]1(O)[C@H](O)C[C@@H]3[C@@]4(C)CCCNC(C)(C)[C@@H]4CC[C@@]3(C)[C@]1(C)CC2	102	103	111	119	117	87	109	106
42	C/C(=N\Nc1ncc(-c2ccc(C)cc2)s1)c1cc2ccccc2o1	107	127	94	115	107	105	87	87
43	O=C(CSC(=S)N1CCN(Cc2ccccc2)CC1)Nc1nc2ccc(Cl)cc2s1	110	118	101	104	107	132	104	/
44	COc1cccc(NC(C)=O)c1	101	91	100	108	117	100	102	103
45	CC(=O)c1sc(N)c(-c2nnc(-c3ccccc3)o2)c1C	109	113	101	102	104	94	102	/
46	O=C(O)CCCCC1CCSS1 (stereo not drawn)	104	101	104	117	130	112	117	83
47	CCOC(=O)C1=C(N)Oc2c(ccc3ccccc23)C1c1ccccc1 (stereo not drawn)	98	169	95	92	99	/	91	60
48	Oc1ccc2ccccc2c1.[Cu+2]	120	120	108	104	112	103	104	103
49	CC(C)(C)c1cc(Br)c(O)c(Br)c1	100	109	99	116	107	/	101	101
50	CCc1ccc(C2=NN(c3ccc(S(N)(=O)=O)cc3)C(c3cccc(Cl)c3)C2)cc1 (stereo not drawn)	99	88	93	103	119	103	108	79
51	COC(=O)C1C(C)=Nc2c(N)ncnc2NC1c1ccc(Cl)cc1 (stereo not drawn)	103	136	92	97	101	85	91	92
52	C1=C(c2ccccc2)N=C(c2nccc3ccccc23)C1(c1ccccc1)c1ccccc1	121	95	86	107	95	112	101	76
53	O=S(=O)(OCCOS(=O)(=O)c1ccc(F)cc1)c1ccc(F)cc1	100	107	97	78	101	99	56	74
54	CN(C)CCCn1c2c(c3ccccc31)CCCCCC2	98	109	98	105	73	/	88	80
55	CCC(O)CC(CC)CO (stereo not drawn)	104	111	104	130	119	99	105	97
56	OC(COc1ccccc1)CN1CCN(c2ccccc2)CC1 (stereo not drawn)	100	115	102	106	107	101	110	97

Later entries
entry	Structure	OVCAR-5	TK-10	OVCAR-8	OVCAR-3	RXF 393	A498	ACHN	CAKI-1
57	C[Si](C)(C)CCS(=O)(=O)O[C@@H]1C(=O)N(c2cc3c4ccccc4ccc3c3ccccc23)[C@H]1c1ccc(F)cn1	113	106	94	100	108	98	109	/
58	C=CN(C(=O)N1CCN(c2cc3c(cc2F)c(=O)c(C(=O)O)cn3C2CC2)CC1)c1nc(-c2ccccc2)cs1	102	105	91	108	103	76	91	-82*
59	Brc1cc(Br)cc(CN2CCOCC2)c1	106	103	96	106	/	118	104	104
60	CC(=O)OCC(OC(C)=O)C(OS(C)(=O)=O)C(OS(C)(=O)=O)C(COC(C)=O)OC(C)=O (stereo not drawn)	108	106	99	115	109	92	95	96
61	CC(N)C(c1ccccc1)c1ccccc1 (stereo not drawn)	106	115	104	122	105	/	108	99
62	O=C/C=C/C=C/C=C/c1ccccc1	112	105	104	100	103	90	105	101
63	CCCCN(CCNc1ccc(C)c2sc3ccccc3c(=O)c12)CC(C)O (stereo not drawn)	95	90	91	92	94	90	/	/
64	CC(=O)NC1CCC(NC(=O)C2CCC3NOC(C4CCCCC4)C3C2)CC1 (stereo not drawn)	107	110	105	117	106	121	100	102
65	C(=Nc1cccc2ccccc12)Nc1cccc2ccccc12	96	128	97	101	104	94	90	77
66	CC1(C)NC(=S)c2ccccc2NC1=S	100	102	101	108	111	/	101	87
67	c1ccc(Nc2cccn3nnnc23)cc1	97	104	97	116	120	95	110	88
68	Cc1ccc(NC(=O)c2nc(S(C)=O)oc2-c2ccc(F)cc2)cc1Nc1nccc(-c2cccnc2)n1 (stereo not drawn)	112	130	38	19	7.5*	107	31	/
69	NCCc1ccc(O)c(O)c1	90&94	99	103&100	159&121	108	133&120	109&85	102
70	Cn1cc(-c2nn3cc(-c4ccc([N+](=O)[O-])cc4)nc3s2)c2ccccc21	88	110	99	100	118	92	103	91
71	FC(F)(F)c1ccc(-c2nc3ccccn3c2NCCN2CCOCC2)cc1	94	110	97	96	101	95	96	84
72	Cc1cc(-c2cc(C)c(N)cc2C)c(C)cc1N	97	101	103	107	111	105	93	87
73	COc1cc(Cl)cc(-c2nn(-c3cccc(NC(=O)c4ccc(N5CCOCC5)c(C(F)(F)F)c4)c3)cc2-c2ccncc2)c1	78	91	42	69	12	31	50	47
74	COc1ccc(/C=C2\Oc3cc(OCC(=O)c4ccc([N+](=O)[O-])cc4)ccc3C2=O)cc1OC	104	142	111	122	/	102	96	138
75	CSc1nc2c(c(=O)n1C)C1(C(=O)N(C)c3ccccc31)c1c(nc(SC)n(C)c1=O)N2	96	112	127	106	104	89	99	100
76	CC1CCCC(C)N1CCOc1cc([N+](=O)[O-])ccc1C#N (stereo not drawn)	109	98	112	105	128	81	98	105
77	Nc1nc2ccccc2c2c(=O)c3cc(F)ccc3sc12	102	110	106	113	104	90	101	107
78	CC(C)/C=C/CC[C@](C)(O)[C@H]1CC[C@]2(C)[C@@H]1CC[C@@H]1[C@@]3(C)C/C(=C/c4cccc(C(F)(F)F)c4)C(=O)C(C)(C)[C@@H]3CC[C@]12C	107	157	88	94	105	99	97	64
79	O=C1NN(c2ccccc2)C(c2ccc(Cl)cc2)N2CCC[C@@H]12 (stereo partly drawn)	82	100	86	95	111	105	53	/
80	CC(C)C1OCC(C)(C)CO1	103	99	96	106	114	108	102	98
81	O=C(O)CSCc1ccccc1	108	104	99	120	106	84	111	103
82	C[C@@H](NC(=O)[C@@H](CC(=O)N1CCC(N2CCCCC2)CC1)N1C(=O)[C@@H](N2C(=O)OC[C@@H]2c2ccccc2)[C@H]1/C=C/c1cccc(Cl)c1)c1ccccc1	115	79	87	74	61	85	92	70
83	Nc1nc(Cl)c2[nH]cnc2n1	93	103	109	125	/	95	96	89
84	CC(C)CCO/N=C/c1ccccn1	107	113	108	106	118	88	107	117
85	COC(=S)SCc1cc(=O)oc2ccc(Cl)cc12	108	128	99	102	124	105	93	/
86	O=C(O)CC1CCCCCC1	99	102	99	117	103	100	96	97
87	Nc1nc(F)nc2c1ncn2C1OC(COP(=O)(O)O)C(O)C1O (stereo not drawn)	95	103	55	109	112	107	95	95
88	CCC1=C[C@@H]2C[C@]3(C(=O)OC)c4[nH]c5ccccc5c4CC[N@+](CC(=O)Nc4cc5c(cc4OC)N(C)[C@H]4[C@@](O)(C(=O)OC)[C@H](OC(C)=O)[C@]6(CC)C=CCN7CC[C@]54[C@@H]76)(C2)[C@H]13	109	99	102	109	114	121	106	93
89	CCCCC(CC)COc1ccc(-c2nc(-c3ccc(OC)cc3)nc(-c3ccc(OCC(CC)CCCC)cc3O)n2)c(O)c1 (stereo not drawn)	108	109	102	94	119	87	101	94
90	CCOC(=O)C(C(=O)OCC)(c1ccccc1)C1CCCCCC1	105	115	122	117	112	111	121	102
91	O=C1CCN(Cc2ccccc2)C(=S)N1	101&106	90&106	107&106	103&123	121&122	95	97&104	96&101
92	Oc1[nH]c2cc(Cl)ccc2c1/C=c1/cc2c(c(-c3ccc(C(F)(F)F)cc3)n1)=Nc1ccccc1-2	110	118	100	81	97	109	95	83
93	CCCCc1nc2c(N)nc3ccccc3c2n1Cc1ccc(CNC(=O)OC(C)(C)C)cc1	84	88	73	81	42	74	87	55
94	C=CCC(OC(C)=O)c1ccc(C(C)C)cc1 (stereo not drawn)	109	96	105	162	113	87	108	121
95	O=C(N/N=C/c1cccs1)c1[nH]c2ccc(Br)cc2c1-c1ccccc1	46	121	3.4*	21	63	/	29	26

4 entries picked at random from those above, as already listed:
entry	Structure	OVCAR-5	TK-10	OVCAR-8	OVCAR-3	RXF 393	A498	ACHN	CAKI-1
90	CCOC(=O)C(C(=O)OCC)(c1ccccc1)C1CCCCCC1	105	115	122	117	112	111	121	102
95	O=C(N/N=C/c1cccs1)c1[nH]c2ccc(Br)cc2c1-c1ccccc1	46	121	3.4*	21	63	/	29	26
94	C=CCC(OC(C)=O)c1ccc(C(C)C)cc1 (stereo not drawn)	109	96	105	162	113	87	108	121
91	O=C1CCN(Cc2ccccc2)C(=S)N1	101&106	90&106	107&106	103&123	121&122	95	97&104	96&101
